Nrf2 ARE act: activators of Nrf2 (ARE) signaling; AREc32 ARE-luciferase reporter (MCF7-derived line), luminescence, 24 h; 410,000 tested, 0.31% active; Potency, µM (top dose mostly 46.1 µM), inactives show at the top dose activation, most hits filed as activators; AID 624171; further: potency means the concentration at half of the fitted maximal effect; % of control where 0% means no effect; nearly all actives have a fitted effect of over 65% in size
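Quantitative high-throughput format: AREc32 reporter cells, 1000 per well, received compound by pin transfer and were incubated 24 hr at 37 deg C, 5% CO2, before Steady-Glo luminescence detection.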
A549 tox: A549 cytotoxicity, counter-screen for Nrf2 inhibitors; A549 ARE-Fluc cells, CellTiter-Fluor viability, 18-24 h; Potency, µM (top dose mostly 46 µM), for the others: at the highest dose activity change, negative = cytotoxicity, most hits filed as inhibitors; 390,000 tested, 0.16% active; AID 504648; further: potency means the concentration at half of the fitted maximal effect; on the % scale 0 is the no-effect control and ±100 the full control effect
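Cytotoxicity counterscreen: CellTiter-Fluor fluorescence was measured in A549 ARE_Fluc cells after 18-24 h of compound exposure in a concentration series. The subsequent BugLite luminescent read reports ARE-luciferase activity.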
Nrf2 block: Nrf2 pathway inhibition | A549 ARE-Fluc reporter, luciferase luminescence, 18-24 h | Potency, µM (series often up to 46 µM), for inactives: at the highest dose activity change, negative = inhibition, actives largely listed as inhibitors | 360,000 tested, 2.1% active | AID 504444; further: potency means the concentration at half of the fitted maximal effect; on the % scale 0 is the no-effect control and ±100 the full control effect; nearly all actives have a fitted effect of over 60% in size
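Two sequential reads on A549 ARE_Fluc cells exposed to compound for 18-24 h: a CellTiter-Fluor fluorescence read for viability, then a luciferase luminescence read for Nrf2/ARE activity.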
pAkt inh: Akt phosphorylation inhibition. Neuro2A IGF-stimulated pAkt S473 HTRF, 20 min; stronger effect = lower value. activity change, % for hits at 50 µM. 360,000 tested, 0.32% active. AID 651550; in the data active means activity change below about -80%; inconclusive means mostly about -51% to -80%; further: on the % scale 0 is the no-effect control and ±100 the full control effect
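Single-point screen (50 µM final compound) in Neuro2A cells stimulated 20 min with 6 nM IGF at 37 deg C. After lysis, Ser473-phosphorylated Akt read by HTRF (ex 330 nm, em 615/665 nm) as the 665/615 ratio.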
MmCpn inh: blocks the Methanococcus maripaludis chaperonin Mm-Cpn. purified Mm-Cpn ATPase, ADP Transcreener TR-FRET. Potency, µM (titrated, usually from 76.9 µM), inactives show at the top dose activity, negative = inhibition, actives largely listed as inhibitors. 330,000 tested, 0.031% active; further: potency means the concentration at half of the fitted maximal effect; on the % scale 0 is the no-effect control and ±100 the full control effect; nearly all actives have a fitted effect of over 80% in size
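ATP (10 uM final) was added to archaeal chaperonin (25 nM final) after 10 min exposure to test compound at 37°C; after 30 min further incubation, ADP was detected by competitive TR-FRET.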
Abeta yeast res: compounds reversing amyloid beta toxicity in yeast. yeast expressing A-beta42, growth rescue, OD600, 48 h; response scale: 0% DMSO, 100% iron-clioquinol control. Potency, µM (top dose mostly 46.1 µM), without a hit: at the top dose growth rescue, actives largely listed as activators. 410,000 tested, 0.063% active. AID 1347071; further: potency means the concentration at half of the fitted maximal effect; nearly all actives have a fitted effect of over 55% in size
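Yeast A-beta toxicity model in growth medium with pinned compounds, 48 h at 30 C; growth read as absorbance at 600 nm. Normalized to FeCl3/clioquinol equimolar mix (positive) and DMSO (negative).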
HepG2 viability: HepG2 cytotoxicity, counter-screen for TGF-b inhibitors; HepG2 CAGA-GFP viability, ATP luminescence, 18 h; Potency, µM (titrated, usually from 46.1 µM), inactives show at the top dose activity change, negative = cytotoxicity, most hits filed as cytotoxic; 410,000 tested, 0.76% active; AID 588856; further: potency means the concentration at half of the fitted maximal effect; some results filed as inactive show a strong effect at the top dose
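HepG2 CAGA-GFP cells (1000/well, DMEM with 1% FBS) received compound, then TGF-beta at 500 pg/mL final, and were incubated 18 hours at 37 degrees C. Viability was read by CellTiter-Glo luminescence. Media-only wells were set as complete cell-killing and DMSO as no toxicity.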
CCT modulator: modulators of cytosolic chaperonin (CCT/TRiC) activity | purified chaperonin ATPase assay, HTRF ADP detection, 30 min | activity change, % (test concentration not listed), hits read low | 360,000 tested, 0.3% active; in the data active means activity change below about -30%; further: on the % scale 0 is the no-effect control and ±100 the full control effect
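TRiC at 40 or 20 nM final (batch-dependent) in 30 mM Tris pH 7.4, 100 mM KCl, 5 mM MgCl2, 1 mM DTT, with compound at single 76 uM and 10 uM ATP, 30 min at 37 deg C. ADP detected by HTRF Transcreener, 665/615 ratio.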
TGFb SMAD3 inh: blocks TGF-b signaling | 410,000 tested, 1.2% active | Potency, µM (top dose mostly 46.1 µM), inactives show top-dose activity, negative = inhibition, hits mostly inhibitors | HepG2 CAGA-GFP TGF-b/SMAD3 reporter, GFP fluorescence, 18 h; TGF-beta stimulated, 500 pg/mL final; further: potency means the concentration at half of the fitted maximal effect; on the % scale 0 is the no-effect control and ±100 the full control effect; nearly all actives have a fitted effect of over 65% in size
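Using HEPG2 CAGA-GFP reporter cells at 1000 cells/well, we pinned test compounds, stimulated with recombinant TGF-beta (500 pg/mL final) and measured total well GFP after 18 h.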
* = called active by the depositor; i = inactive; ? = inconclusive; · = not tested or not shown. Unless noted, the call rests on the fitted dose curve; in most records, active means well fitted curve in the direction sought with a large enough effect; inconclusive means small, poorly fitted or top-dose-only effect, or another doubt; inactive means no such curve, though single readings can be large; an effect the other way counts as inactive or inconclusive.

Below each SMILES – Nrf2 ARE act, A549 tox, Nrf2 block, pAkt inh, MmCpn inh, Abeta yeast res, HepG2 viability, CCT modulator, TGFb SMAD3 inh
> O=C(Cn1cnc2c(cnn2-c2ccccc2)c1=O)NCc1ccccc1
  -0.2%, ?, -2.4%, i, -10.3%, -3.3%, -19.8%, -1.2, -3.1%
> CCOC(=O)c1[nH]c2cc3c(cc2c1NC(=O)CN1CCCC1)OCO3
  -0.3%, -0.1%, 4.1%, i, -1.0%, -1.3%, 7.5%, -1.7, -20.6%
> CCOC(=O)/C=c1\s/c(=C(\C#N)C(N)=O)n(-c2ccccc2)c1=O
  ?, 9.5%, -21.4%, i, -1.5%, -8.2%, 14.5%, 2.6, 21.8%
> O=[N+]([O-])c1cc(Cl)ccc1Sc1ccccn1
  6.3%, 1.2%, -0.8%, i, -2.1%, 17.2%, -26.3%, -1.9, -0.7%
> O=C(Oc1ccc2c(c1)OCC2=O)c1ccccc1
  0.8%, 3.4%, -12.2%, i, 0.0%, 11.8%, 3.5%, -4.3, -0.3%
> CCOc1ccccc1/C=C/c1onc(C)c1S(=O)(=O)N1CCC(C(=O)NC)CC1
  0.3%, 8.5%, -27.9%, i, -1.2%, 1.5%, -1.9%, 0.4, 2.7%
> CCOc1ccc(Br)cc1S(=O)(=O)Nc1ccc(C(=O)Nc2ccc(C)cc2)cc1
  0.7%, -4.7%, -6.2%, i, -8.8%, 7.4%, -2.1%, -5.5, 1.0%
> COCCN(Cc1nc(-c2ccc(-c3ccccc3)cc2)oc1C)C(C)C
  -0.2%, -5.4%, ?, i, -4.4%, -1.3%, -25.5%, -0.4, ?
> COc1ccc(S(=O)(=O)N(C)c2ccc(OC(=O)C(C)Oc3ccc(F)cc3)cc2)cc1 (stereo not drawn)
  0.2%, 8.9%, 25.6%, i, -0.9%, 1.3%, -2.3%, 0.6, 15.2%
> O=C(CSc1nc2ccccc2[nH]1)NCc1ccc2c(c1)OCO2
  3.6%, -0.4%, 7.9%, i, -5.2%, -6.4%, -2.0%, 0.7, 8.2%
> CCc1nnc(NC(=O)Cc2cccs2)s1
  2.2%, -2.3%, 2.4%, i, -0.1%, -2.2%, 0.8%, -0.4, 10.9%
> Cc1ccc(OC2CCN(C(=O)[C@H]3O[C@@H](n4ccc(N)nc4=O)[C@H](O)[C@@H]3O)CC2)cc1
  -0.6%, ·, ·, i, ·, -24.8%, -47.1%, -2.5, -4.7%
> Cc1occc1-c1nnc(SCC(=O)NCc2cccs2)n1CC1CCCO1 (stereo not drawn)
  0.3%, 7.3%, 2.4%, i, -14.7%, 5.8%, -15.0%, 3.2, 0.0%
> O=C(CSc1nnc(-c2ccncc2)n1Cc1ccco1)Nc1ccccc1F
  0.3%, 10.2%, 9.6%, i, -0.5%, -5.9%, 10.2%, -1.6, -0.3%
> Cc1ccn2c(=O)nc(SCc3cccc(C(F)(F)F)c3)nc2c1
  4.4%, 0.4%, 4.1%, i, -2.1%, -1.2%, -1.3%, 0.8, 3.8%
> NS(=O)(=O)c1ccc(CCNC(=O)c2ccccc2[N+](=O)[O-])cc1
  -0.1%, 0.0%, -6.3%, i, 1.2%, 2.7%, 22.8%, -0.3, 0.0%
> O=C(COC(=O)c1ccc([N+](=O)[O-])cc1)Nc1ccccc1C(=O)NC1CC1
  -0.1%, 2.2%, 18.9%, i, -2.2%, 2.1%, 1.1%, -3.9, -1.5%
> O=C(NCc1cccnc1)c1c(O)c2cccc3c2n(c1=O)CCC3
  5.9%, -1.9%, ?, i, -1.3%, -9.5%, -90.0%, -3.5, -3.2%
> Cc1ccc2c(c1)N(CC(=O)N1CCOCC1)C(=O)C(C)O2 (stereo not drawn)
  -0.4%, -0.2%, -6.0%, i, 1.0%, 8.7%, 2.8%, -0.2, 0.9%
> OC1(CN2CCOCC2)C2CN3CCN(C2)CC1(c1ccccc1)C3 (stereo not drawn)
  3.1%, -10.8%, -20.2%, i, 1.8%, 18.6%, -5.0%, 1.6, -19.6%
> CCOc1cccc(NC(=O)C2CCCN(S(=O)(=O)c3ccc(-n4cnnn4)cc3)C2)c1 (stereo not drawn)
  -0.5%, 0.6%, -1.9%, i, 2.8%, -7.6%, -24.4%, -0.5, 10.9%
> CCCCn1c(N)c(N(CC(C)C)C(=O)CSc2nn(-c3ccc(F)cc3)c(=S)s2)c(=O)[nH]c1=O
  0.2%, 1.0%, -10.6%, i, ·, 8.2%, -5.0%, -2.1, -24.9%
> CCOc1ccccc1C(=O)N/N=C/c1c[nH]c2ccccc12
  11.2%, -14.3%, ?, i, -11.9%, 6.3%, -0.1%, 1.7, 13.9%
> Cc1ccc(S(=O)(=O)NCCc2cn3c(C)csc3n2)cc1
  3.2%, -1.1%, ·, ·, ·, -3.5%, -0.6%, ·, -3.3%
> Cc1noc(C)c1C(=O)OCC(=O)Nc1cccc(S(N)(=O)=O)c1
  -0.1%, 1.4%, ?, i, 0.9%, 1.2%, 0.6%, -1.5, 1.2%
> O=S(=O)(NC1=NCCCCC1)c1ccc2sc(NS(=O)(=O)c3ccc4ccccc4c3)nc2c1
  0.8%, -5.4%, ?, i, -6.9%, 28.3%, -40.7%, 1.2, ?
> O=C(NN=C1CCCC1)NC1CCCCC1
  -0.1%, 2.6%, 4.4%, i, 3.5%, -6.9%, -3.4%, -0.5, 3.8%
> CCOC(=O)C(N)CSC1CC(=O)N(c2ccc(OCC)cc2)C1=O (stereo not drawn)
  0.0%, 0.0%, 24.6%, i, 0.5%, -18.6%, 0.2%, -0.5, 15.3%
> CCCCC(=O)NC(c1ccco1)c1c(O)ccc2ccccc12 (stereo not drawn)
  0.0%, 2.1%, -18.6%, i, -0.8%, 14.8%, -0.4%, -0.8, -2.2%
> CCOC(=O)c1c(C)[nH]c(C)c1S(=O)(=O)N(C)CC(=O)Nc1cccc(C(F)(F)F)c1
  0.3%, 0.8%, 0.0%, ·, ·, -4.4%, -19.7%, ·, ?

An excerpt of these results, with tabs.
molecule	Nrf2 ARE act	A549 tox	Nrf2 block	pAkt inh	MmCpn inh	Abeta yeast res	HepG2 viability	CCT modulator	TGFb SMAD3 inh
Cc1ccn2c(=O)nc(SCc3cccc(C(F)(F)F)c3)nc2c1	4.4%	0.4%	4.1%	i	-2.1%	-1.2%	-1.3%	0.8	3.8%
CCCCC(=O)NC(c1ccco1)c1c(O)ccc2ccccc12 (stereo not drawn)	0.0%	2.1%	-18.6%	i	-0.8%	14.8%	-0.4%	-0.8	-2.2%
O=C(NCc1cccnc1)c1c(O)c2cccc3c2n(c1=O)CCC3	5.9%	-1.9%	?	i	-1.3%	-9.5%	-90.0%	-3.5	-3.2%
CCCCn1c(N)c(N(CC(C)C)C(=O)CSc2nn(-c3ccc(F)cc3)c(=S)s2)c(=O)[nH]c1=O	0.2%	1.0%	-10.6%	i	·	8.2%	-5.0%	-2.1	-24.9%

(list continues)
Below each SMILES – Nrf2 ARE act, A549 tox, Nrf2 block, pAkt inh, MmCpn inh, Abeta yeast res, HepG2 viability, CCT modulator, TGFb SMAD3 inh
> COc1ccccc1N(CCOc1ccccc1)S(=O)(=O)c1ccccc1
  0.2%, 3.1%, -5.2%, i, 3.6%, 5.6%, 0.9%, -0.3, 1.7%
> O=C1CCc2cc(S(=O)(=O)NCc3ccccc3Cl)ccc2N1
  0.4%, 4.7%, -6.3%, i, 0.5%, -10.6%, -14.0%, -2.7, ?
> CCCC(O)(CCN1CCCCC1)c1ccc(OCC)cc1 (stereo not drawn)
  -0.6%, -3.1%, -6.3%, i, 2.3%, -1.4%, -9.6%, -0.8, -9.5%
> Cc1ccnc(NC(=O)CNC(=O)c2ccc(Br)o2)c1
  5.1%, -8.2%, 7.1%, i, -5.5%, 9.3%, 4.2%, -2.0, ?
> CS(=O)(=O)N1CCN(c2ccc(NC(=O)c3cccnc3Cl)cc2)CC1
  -0.4%, -7.5%, 0.6%, i, -1.0%, 4.5%, 11.5%, -0.5, 13.1%
> COc1ccccc1C(=O)N/C(=C/c1ccc(Br)cc1)C(=O)N1CCCC1
  2.5%, 0.5%, -8.4%, i, 0.2%, -4.3%, -39.6%, -2.6, ?
> COc1ccc(C(=O)NCCOc2ccccc2Cl)c(OC)c1OC
  8.5%, -9.7%, ?, i, 3.9%, -11.5%, -49.0%, -0.6, ?
> O=C(COC(=O)c1n[nH]c2ccccc12)NC(=O)NC12CC3CC(CC(C3)C1)C2
  0.2%, ?, ?, i, -3.1%, 14.1%, 13.0%, -0.9, -10.4%
> O=C(CSc1nc(N2CCOCC2)nc(N2CCOCC2)n1)Nc1ccc([N+](=O)[O-])cc1
  2.0%, -10.4%, ?, i, 0.2%, 7.9%, -13.0%, -0.2, -23.6%
> Cc1ccc(CCNC(=O)CCS(=O)(=O)Cc2ccc(C)cc2)cc1
  -0.4%, 3.4%, 2.3%, i, 1.1%, -4.1%, 4.8%, -1.2, 0.5%
> O=C(Nc1cccc(F)c1)C1CCN(C(=O)NCc2ccccc2)CC1
  0.2%, 17.2%, -1.1%, i, 1.6%, 9.8%, -15.7%, -0.2, 13.0%
> CNC(=O)c1ccc(NC(=O)CC2SC(N3CCCC3)=NC2=O)cc1 (stereo not drawn)
  -0.8%, -8.8%, 9.9%, i, 1.8%, -14.0%, -12.6%, 0.4, -2.8%
> CCN(c1ccc(OC)cc1)S(=O)(=O)c1nnc(NC(=O)c2ccccc2C)s1
  -0.3%, -2.2%, ?, ·, ·, -12.3%, -25.6%, ·, -13.8%
> O=C1C2C3C=CC(C3)C2C(=O)N1c1ccc2c(c1)CCC2 (stereo not drawn)
  0.1%, -10.8%, -5.4%, i, 1.0%, -2.5%, -18.2%, 0.1, -11.3%
> COc1ccccc1CNC(=O)c1ccccc1NC(=O)c1nsc2ccccc12
  5.5%, -0.2%, ·, ·, ·, -2.2%, -9.1%, ·, -0.6%

From PubChem BioAssay
